aSyn rescue – rescues yeast growth from alpha-synuclein toxicity; Yeast expressing alpha-synuclein, growth rescue, BacTiter-Glo, 24 h; Potency, µM (highest dose often 46.1 µM), without a hit: top-dose growth rescue (activation), hits mostly activators; 370,000 compounds, 0.14% hits; AID 652106; note: potency is the fitted concentration of half-maximal effect; % of control where 0% means no effect; nearly all actives have a fitted effect of over 65% in size
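Screening used galactose-induced yeast with toxic alpha-synuclein levels, exposed to compound for 24 hr at 30 deg C. Cell growth, read with BacTiter-Glo luminescence, gave the measured signal.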
WRN inhibitor – inhibitors of human WRN helicase. Q14191. 360,000 compounds, 0.46% hits. WRN helicase unwinding, fluorescent forked duplex, kinetic. Potency, µM (top dose mostly 114 µM), inactives show at the top dose activity change, negative = inhibition, usual class: inhibitors; note: potency is the fitted concentration of half-maximal effect; % is set by controls: 0 for no effect and ±100 for the full control effect; nearly all actives have a fitted effect of over 55% in size
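Kinetic red-fluorescence monitoring (525/598 nm) tracks WRN helicase activity after 100 nM fluorophore-quencher forked duplex and 2 mM ATP are added to 20 nM enzyme pretreated 15 min at room temperature with compound.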
EPAC1 agonist – EPAC1 (human) agonism; Potency, µM (top dose mostly 154 µM), for the others: top-dose activation, most hits filed as activators; EPAC1 agonist qHTS, biochemical assay; response scale: 100% = response to 6.5 mM cAMP; 360,000 compounds, 0.073% hits; note: potency is the fitted concentration of half-maximal effect; nearly all actives have a fitted effect of over 60% in size
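Multi-concentration qHTS readout: loss of Rap1B-bound BODIPY-GDP fluorescence driven by 100 nM EPAC1 with excess GDP (50 uM), monitored kinetically at room temperature; agonist response expressed relative to 6.5 mM cAMP.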
Abeta yeast res – restores growth of yeast expressing A-beta42 peptide | yeast expressing A-beta42, growth rescue, OD600, 48 h; response scale: 0% DMSO, 100% iron-clioquinol control | 410,000 compounds, 0.063% hits | Potency, µM (series often up to 46.1 µM), without a hit: at the top dose growth rescue, most hits filed as activators; note: potency is the fitted concentration of half-maximal effect; nearly all actives have a fitted effect of over 55% in size
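Yeast growth medium received pinned compounds, then yeast cells expressing toxic A-beta were added; plates incubated at 30 C for 48 hr. Growth read as absorbance at 600 nm, normalized to DMSO and equimolar FeCl3 plus clioquinol controls.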
PLK1 PBD block – inhibitors of human PLK1 polo-box domain binding. 360,000 compounds, 2.8% hits. AID 720504. Plk1 PBD binding of FITC phosphopeptide, fluorescence polarization. Potency, µM, without a hit: max response, negative = inhibition, hits mostly inhibitors. P53350; note: potency is the fitted concentration of half-maximal effect; series mostly up to about 57 µM; % is set by controls: 0 for no effect and ±100 for the full control effect; nearly all actives have a fitted effect of over 65% in size
Target sequence (P53350 whole entry, looked up, the tested form may be a part): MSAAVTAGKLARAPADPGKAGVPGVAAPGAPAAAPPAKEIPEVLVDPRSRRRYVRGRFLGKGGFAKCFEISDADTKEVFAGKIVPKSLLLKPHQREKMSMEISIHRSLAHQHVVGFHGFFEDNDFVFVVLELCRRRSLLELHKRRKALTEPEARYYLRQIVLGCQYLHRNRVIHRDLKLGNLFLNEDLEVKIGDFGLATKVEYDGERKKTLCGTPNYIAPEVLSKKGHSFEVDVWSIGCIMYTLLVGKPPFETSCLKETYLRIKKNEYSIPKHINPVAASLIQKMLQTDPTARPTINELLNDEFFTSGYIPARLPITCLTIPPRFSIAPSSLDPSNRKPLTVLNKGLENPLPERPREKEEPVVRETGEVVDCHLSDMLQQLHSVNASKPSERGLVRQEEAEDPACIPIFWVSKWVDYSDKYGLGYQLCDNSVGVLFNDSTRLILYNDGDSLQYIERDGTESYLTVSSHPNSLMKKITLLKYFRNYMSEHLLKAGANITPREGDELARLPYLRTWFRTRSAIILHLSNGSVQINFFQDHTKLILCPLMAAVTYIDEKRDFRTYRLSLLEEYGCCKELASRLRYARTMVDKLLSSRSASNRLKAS
FUS suppressor – FUS proteinopathy suppression in yeast | 390,000 compounds, 0.24% hits | S. cerevisiae FUS-expressing, growth rescue, OD600, 24 h | Potency, µM (doses to about 76.6 µM), inactives show at the top dose growth rescue (activation), actives largely listed as activators;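 note: potency is the fitted concentration of half-maximal effect; plate controls were DMSO vehicle for no effect and reference control for full effect; nearly all actives have a fitted effect of over 55% in size; some results filed as inactive show a strong effect at the top dose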
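Quantitative HTS measuring growth restoration of FUS-toxic yeast. Galactose-induced cells (OD 0.005) were exposed 24hr at 30C to compounds at several concentrations, then absorbance at 600 nm was recorded.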
IL2 activator – activates IL-2 in a cell-based reporter assay; IL-2 activation reporter assay, cell-based qHTS; stimulated with anti-CD3/CD4/CD28 beads; in transgenic mouse T cells; activation, % (series mostly up to about 46 µM); 360,000 compounds, 0.065% hits; AID 652025; in the data active = activation above about 50%; inconclusive = mostly about 30% to 49%; note: 0% is about no effect
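Unstimulated transgenic mouse T cells, 750 per well, received compound and, after 60 minutes, anti-CD3/anti-CD4 bead plus anti-CD28 stimulation. EGFP and DsRed were quantified after 18 hours.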
PI5P4Ka inh – inhibitors of human PI5P4K alpha | AID 652105 | PI5P4Kalpha enzyme, ADP-Glo luminescence, 60 min; active compounds read low | 330,000 compounds, 1.2% hits | max response, %; active = max response of -50% or lower; inconclusive = between -30% and -50%; inactive = -30% or higher; note: value at the top dose of about 77 µM; % is set by controls: 0 for no effect and ±100 for the full control effect
Target sequence (P48426 whole entry, looked up): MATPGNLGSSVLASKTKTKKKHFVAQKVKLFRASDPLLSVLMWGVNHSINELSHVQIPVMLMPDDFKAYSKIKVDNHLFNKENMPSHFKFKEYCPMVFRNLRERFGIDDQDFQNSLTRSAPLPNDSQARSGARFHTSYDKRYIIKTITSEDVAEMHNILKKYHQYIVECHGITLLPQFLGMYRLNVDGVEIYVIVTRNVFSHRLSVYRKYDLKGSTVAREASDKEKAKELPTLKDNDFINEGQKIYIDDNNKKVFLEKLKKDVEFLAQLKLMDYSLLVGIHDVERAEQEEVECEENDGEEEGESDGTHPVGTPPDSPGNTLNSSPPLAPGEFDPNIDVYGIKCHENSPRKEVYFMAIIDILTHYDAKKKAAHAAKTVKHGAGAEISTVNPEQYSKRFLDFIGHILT
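ADP-Glo luminescence end-point read after a 60 min room-temperature kinase reaction of PI5P4Kalpha plus substrate, initiated with ATP at 5 microM final. Buffer: 0.038 M HEPES pH 7.4, EGTA, 0.1% CHAPS, 5% DMSO.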
EPAC1 antag – EPAC1 (human) antagonism; EPAC1 GEF assay, Rap1b-BODIPY-GDP exchange fluorescence; 360,000 compounds, 0.14% hits; O95398; Potency, µM (series often up to 115 µM), inactives show top-dose activity change, negative = inhibition, usual class: inhibitors; AID 720709;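 note: potency is the fitted concentration of half-maximal effect; plate controls were vehicle for no effect and positive control for full effect; nearly all actives have a fitted effect of over 50% in size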
Active calls of the source: *; ? = inconclusive; / = no result given; & = joins results of further samples; [ ] = dose if it differs, or a comment. Unless noted, calls come from the whole dose curve; as a rule, active = well fitted curve in the direction sought with a large enough effect; inconclusive = small, poorly fitted or top-dose-only effect, or another doubt; inactive = no such curve, though single readings can be large; an effect the other way counts as inactive or inconclusive.

Screens in order – aSyn rescue | WRN inhibitor | EPAC1 agonist | Abeta yeast res | PLK1 PBD block | FUS suppressor | IL2 activator | PI5P4Ka inh | EPAC1 antag
- O=C1[C@H](Cc2ccccc2)NCC=CC[C@@H](c2ccc(Cl)cc2)N1Cc1ccc(Cl)cc1
    -26% | -10% | -10% | -76%[inhibitor] | 3% | 28% | -0.2 | 26 | ?
- O=C(O)CCC(=O)Nc1sc2c(c1C(=O)Nc1cccc3ccccc13)CCCCC2
    -9% | -17% | 19% | 11% | -29% | / | -4.6 | -9 | 0%
- CC(=O)NC(C)C12CC3CC(CC(CC(=O)O)(C3)C1)C2 (stereo not drawn)
    1% | -1% | -3% | -8% | 1% | 2% | 1.4 | / | -1%
- CC(Cl)C(=O)c1c[nH]c2ccccc12 (stereo not drawn)
    6% | 11% | 7% | -18% | -14% | 5% | 4.7 | 3 | -2%
- Cc1csc2ncc(C(=O)NCCc3ccccc3)c(=O)n12
    0% | 4% | -11% | 0% | -14% | -1% | -3.8 | -9 | -2%
- COc1ccc(C(=O)Nc2ccc(N3CCN(C(=O)c4ccccc4)CC3)cc2)cc1[N+](=O)[O-]
    6% | 7% | 9% | 0% | -9% | ? | -2.1 | -7 | -25%
- CCOc1ccccc1CNC(=O)c1ccc2c(c1)N(CC)CCS2
    ? | -2% | 5% | -9%&-13% | -19% | -26%&19% | -5.2 | -3 | -14%
- OC[C@@H]1CN(Cc2ccc3c(c2)OCO3)C[C@H](n2cnc3c(NC4CCC4)ncnc32)O1
    3% | 4% | -4% | -16% | -1% | 0% | -0.2 | -1 | -13%
- CCOc1ccc(NC(=O)COC(=O)Cn2nc(C)c([N+](=O)[O-])c2C)cc1OCC
    -2% | -7% | 8% | -2% | -9% | -1% | 1.0 | 0 | -1%
- Fc1ccc(NC(=S)NC2CC3CCC(C2)N3Cc2ccco2)cc1 (stereo not drawn)
    0% | 6% | -2% | -11% | -13% | 4% | -0.3 | 1 | -26%
- O=C(COC(=O)C12CC3CC(CC(Br)(C3)C1)C2)Nc1cccc(S(=O)(=O)N2CCOCC2)c1
    2% | -3% | 21% | 18% | -6% | 39% | -0.9 | 2 | -12%
- N#C/C(=C/c1cccc(O)c1)C(=O)NCc1ccc(Cl)cc1
    23% | ? | 8% | 17% | -23% | 15% | -2.9 | -2 | -9%
- COc1ccccc1CNC(=O)CSc1nnc2c(n1)[nH]c1ccc(F)cc12
    9% | -3% | 5% | 7% | 2% | 17% | -0.1 | 2 | 18%
- N/C(=N\OC(=O)COc1ccc([N+](=O)[O-])cc1)c1cccnc1
    1% | -3% | 8% | 4% | 7% | -15% | 0.4 | 2 | -9%
- CCCCN(C(=O)c1cccc(S(=O)(=O)N2CCN(Cc3ccccc3)CC2)c1)c1ccccc1
    13% | -8% | 2% | 8% | -8% | 28% | -2.2 | -2 | ?
- Cc1ccc(N2CCN(CCCCN3C(=O)C4CCCN4C3=O)CC2)cc1 (stereo not drawn)
    -3% | -20% | -1% | -6% | 5% | / | -0.9 | 4 | -11%
- Cc1cccc(N2CCN(C(=O)CNC(=O)Cc3ccccc3)CC2)c1C
    1%[1.84 µM] | -7% | 1% | 10% | -7% | 12% | -0.9 | 3 | 2%
- CCOC(=O)c1[nH]nc(-c2c(O)cc(C)cc2O)c1-c1csc(C)n1
    -11% | 8% | 1% | 3% | 4% | 13% | -0.2 | -15 | 24%
- CN(C)c1ccc(C=C2C=C(c3ccccc3)OC2=O)cc1
    -8% | -15% | -15% | -7% | -1% | 18% | -0.9 | -13 | -1%
- Cc1ccc(S(=O)(=O)NC2CC2)s1
    2% | 3% | 9% | 3% | -7% | 1% | -4.8 | -2 | 17%
- O=C(COC(=O)Cc1ccsc1)NCc1ccc(Cl)cc1
    3% | -2% | 0% | -29% | -22% | -22% | -0.5 | 1 | 15%
- CCN(CC)C(=O)OCc1c(-c2cccc(OC)c2)ncc2ccccc12
    -14% | -3% | -13% | -10% | -13% | 18% | -3.3 | -4 | -29%
- CCOc1cc(C(=O)N/N=C/C2CC=CCC2)cc(OCC)c1OCC (stereo not drawn)
    -6% | -27%[57.1 µM] | 3% | -5% | 7% | 28% | 2.3 | 0 | 26%
- CCn1c(N)cc(=O)[nH]c1=S
    0% | 7% | -1% | 0% | -6% | / | 0.2 | 1 | -2%
- CCCCNC(=O)c1cn(CC(C)C)c(=O)c2c1c1ccccc1n2C
    3% | 1% | -13% | -12% | 3% | 27% | -0.7 | -1 | -2%
- COc1ccc(/C=N/NC(=O)C(=O)N2CCCCCC2)cc1O
    0% | 3% | 5% | 3% | -5% | 8% | 2.0 | -4 | 3%
- CCN1CCN(C(=O)CN(CC)S(=O)(=O)c2ccc(F)cc2)CC1
    16% | -16% | -6% | 2% | 1% | / | 2.3 | 6 | 1%
- Oc1c(Br)cc(Br)cc1C=NCc1ccccc1
    -9% | ? | 1% | -27% | ? | 20% | -1.2 | ? | -2%
- Cc1ccccc1CN1CCN(CC(=O)NC(C)c2ccccc2)CC1 (stereo not drawn)
    -5% | ? | 6% | -7% | -10% | 23% | 0.2 | 4 | 10%
- OCCn1c(Cl)nc2ccccc21
    1% | -6% | -6% | 10% | 1% | -12% | 1.4 | 0 | 1%
- CCNC(=O)C1(C)CCCN(C(=O)c2oc3ccccc3c2C)C1 (stereo not drawn)
    -6% | -8% | 2% | -8% | -2% | -11% | -0.6 | 0 | 18%
- CCOCCn1c(CN2CCN(c3ccccc3)CC2)nc2c1c(=O)n(C)c(=O)n2C
    -2% | 10% | -8% | 9% | -22% | 4% | -3.1 | -2 | 1%
- COCc1ccc(C(=O)N2CCCC(C(=O)c3ccc(SC)cc3)C2)o1 (stereo not drawn)
    -2% | -8% | 7% | -5% | -5% | / | -0.5 | 4 | 5%
- COc1cc2c(C#N)c(N3CCN(c4ccccc4OC)CC3)nc(N)c2c(N)n1
    0% | -18% | 17% | -7% | 0% | 19% | -0.6 | -12 | -6%
- Cc1c(C)c2ccc(OCC(=O)N3CCC(C(=O)O)CC3)c(C)c2oc1=O
    -8% | -2% | -7% | -9% | -5% | -6% | 0.0 | 6 | 0%
- COc1ccc(CCNS(=O)(=O)c2cc3c4c(c2)CCN4C(=O)CC3)cc1OC
    0% | 2% | 15% | 3% | 0% | 18% | -0.3 | -9 | -5%
- Cc1csc(NC(=O)c2cncc(Br)c2)n1
    -8% | 7% | -5% | -1% | -6% | -37% | -1.1 | 2 | -5%
- Cc1cc(C(F)F)nn1CC(=O)NCc1ccco1
    -5% | ? | 8% | -4% | ? | -10% | -2.7 | -9 | -1%
- Cc1cc(/C(N)=N/OC(=O)c2ccc(Cl)cc2)no1
    -3% | -7% | 6% | 3% | 2% | 24% | 3.0 | 2 | 3%
- COc1ccccc1-n1cn[nH]c1=S
    0% | 2% | 8% | -10% | -29% | 4% | 0.6 | -12 | 2%
- CC(C)OC(=O)CSc1nnc(-c2ccncc2)n1N
    0% | 7% | 0% | -7% | -6% | 2% | -1.5 | 3 | -14%
- COc1ccc(Cl)cc1NC(=O)CN(C)C(=O)/C=C/c1ccco1
    5% | -6% | 0% | 8% | -6% | 19% | -0.6 | -1 | -3%
- CCOc1ccccc1OCC(=O)Nc1nc2ccccc2[nH]1
    1% | 7% | 5% | 3% | -10% | 18% | 0.7 | -9 | -15%
- CC(=O)N1CCN(S(=O)(=O)c2cccc(C(=O)OCC(=O)NCc3ccccc3Cl)c2)CC1
    0% | 5% | -2% | -8% | -9% | -18% | 0.6 | 9 | -1%
- COc1ccc(C(O)CNc2ccc(C)cc2)cc1 (stereo not drawn)
    8% | -2% | -1% | 28% | 3% | 1% | -1.9 | -1 | 10%
- C/C(=N\NC(=O)c1csc(C)c1C)c1ccc(Cl)s1
    ? | 10% | -1% | -1% | 24µM* | -16% | -0.2 | -12 | 1%
- COc1ccccc1C(=O)NCCC(=O)NCc1ccncc1
    2% | -5% | -11% | 5% | 1% | / | 0.8 | -1 | -7%
- COc1cccc(-n2c(C)nnc2SCC(=O)Nc2ccccc2N2CCOCC2)c1
    -3% | 10% | 10% | 4% | -11% | 24% | -1.0 | / | 2%
- C[C@@H]1CN([C@H](C)CO)S(=O)(=O)c2ccc(-c3cccc(C(=O)N(C)C)c3)cc2O[C@H]1CN(C)C(=O)Nc1ccc(F)cc1
    -2% | -4% | -6% | 0% | 1% | 15% | -2.1 | 1 | 16%
- CC(C)CC(NC(N)=O)C(=O)NCCc1ccc(Cl)cc1 (stereo not drawn)
    -1% | -1% | -10% | -30% | -3% | -14% | -1.8 | -5 | 10%
- O=C(O)CCC(=O)Nc1ccc(-c2nnc(-c3ccco3)o2)cc1
    13% | -8% | -3% | -12% | 6% | -29% | -0.3 | -1 | 13%
- CCOCc1nnc(NC(=O)C2c3ccccc3Oc3ccccc32)s1
    -1% | -12% | -4% | -9% | -5% | 19% | 0.6 | 3 | ?
- CCOC(=O)C1CCCN(C(=S)Nc2ccc(S(=O)(=O)N3CCOCC3)cc2)C1 (stereo not drawn)
    7% | -17% | 6% | 2% | -3% | 16% | -0.1 | 2 | 1%
- CCn1cc(C(=O)N2CCc3ccccc32)c(=O)c2cc(S(=O)(=O)N3CCOCC3)ccc21
    -2% | 4% | -9% | 4% | 1% | / | -0.1 | -2 | -4%

3 compounds out of the list, arranged by molar mass, rising:
Screens in order – aSyn rescue | WRN inhibitor | EPAC1 agonist | Abeta yeast res | PLK1 PBD block | FUS suppressor | IL2 activator | PI5P4Ka inh | EPAC1 antag
- CC(C)CC(NC(N)=O)C(=O)NCCc1ccc(Cl)cc1 (stereo not drawn)
    -1% | -1% | -10% | -30% | -3% | -14% | -1.8 | -5 | 10%
- C/C(=N\NC(=O)c1csc(C)c1C)c1ccc(Cl)s1
    ? | 10% | -1% | -1% | 24µM* | -16% | -0.2 | -12 | 1%
- CCn1cc(C(=O)N2CCc3ccccc32)c(=O)c2cc(S(=O)(=O)N3CCOCC3)ccc21
    -2% | 4% | -9% | 4% | 1% | / | -0.1 | -2 | -4%

From PubChem BioAssay
